Screening results (PubChem BioAssay)
M1AAP inhibition – P. falciparum M1AAP inhibitors, biochemical, fluorogenic H-Leu-NHMec substrate, 1536-well (AID 1445); recombinant M1AAP, H-Leu-NHMec fluorogenic kinetic assay; higher % means a stronger effect; one-dose inhibition, % at 30 µM; IC50 in µM for titrated hits; 220,000 tested, 0.42% active;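 active means primary inhibition above the hit cutoff, then over 50% inhibition at one or more dose response concentrations, cut at about 23% in these data, passing the limit was not always enough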;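 further: plate controls were DMSO full reaction for no effect and no enzyme background for full effect; strong numbers were not always called active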
human PMI inhibition – inhibitors of human PMI, primary screen, biochemical, fluorescence intensity, coupled assay (AID 1209); 190,000 tested, 0.42% active; inhibition, % at 20 µM, or IC50 in µM where a hit was titrated; purified PMI enzyme, coupled fluorescence intensity; higher % means a stronger effect;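 further: plate controls were DMSO vehicle for no effect and wells lacking substrate for full effect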
CSM14.1 death rescue – rescue of cells from ER stress-induced death, primary screen, 384-well, CSM14.1, thapsigargin, ATP luminescence (AID 1222) | CSM14.1 thapsigargin-induced death rescue, ATP luminescence; higher % means a stronger effect | 190,000 tested, under 10 active | cellular ATP content (survival), % at 20 µM, or EC50 in µM where a hit was titrated;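 active means EC50 below 50 µM in the dose-response confirmation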;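 further: death triggered by thapsigargin at about 15 µM added after 2 h compound pretreatment; cell ATP read after overnight thapsigargin exposure of roughly 18 to 22 hours; normalized against plate controls of thapsigargin alone and 5% DMSO vehicle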
TNAP activators – stimulation of alkaline phosphatase TNAP activity – biochemical, luminescent, no phosphate acceptor, uHTS, primary screen (AID 1001); 200,000 tested, 0.03% active; activation fold at 20 µM, or EC50 in µM where a hit was titrated; purified TNAP, luminescent activation assay, no phosphate acceptor; higher activation fold means a stronger effect; in the data active means activation fold from about 3, or a potency from the dose series; inactive means the rest, 99 in 100 with activation fold below about 1.6; further: many of its hits are not listed in these tables
LYP phosphatase – PTPN22 lymphoid phosphatase activity blockers – biochemical, fluorescence intensity, uHTS (AID 1779). recombinant LYP phosphatase, fluorescence intensity; higher % means a stronger effect. inhibition, % at 11.5 µM; hits with a dose series show IC50 in µM. 290,000 tested, 0.054% active;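 further: plate controls were vehicle with enzyme for no effect and no enzyme for full effect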
Myeloid diff MLP – promotes myeloid progenitor differentiation; 360,000 tested, 1% active; AID 624256; calls only at 10 µM; ER-HoxA9 myeloid progenitors, lysozyme-GFP differentiation, flow cytometry;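 active means normalized GFP-positive differentiation at or above the plate's own cutoff, the solvent-only control mean plus 3 SD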;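 further: cells exposed to compound for four days before flow analysis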
P. falciparum M17LAP – P. falciparum M17LAP inhibitors, primary screen, biochemical, fluorogenic H-Leu-NHMec substrate, 1536-well (AID 1619) | recombinant M17LAP, H-Leu-NHMec fluorogenic kinetic assay; higher % means a stronger effect | inhibition, % at 30 µM, or IC50 in µM where a hit was titrated | 220,000 tested, 0.38% active;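 active means compound inhibiting the enzyme by more than half at any dose during confirmatory dose-response retesting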;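 further: plate controls were full reaction with DMSO carrier for no effect and no enzyme background for full effect; strong numbers were not always called active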
XIAP displacement – small molecules displacing peptide from XIAP – biochemical, IAP family, fluorescence polarization (AID 1018). XIAP BIR domain, fluorescence polarization peptide displacement; higher % means a stronger effect. displacement, % at 20 µM; hits with a dose series show IC50 in µM. 200,000 tested, 0.007% active; in the data active means displacement above about 50%; further: a part of the inactive calls stands beside numbers as strong as those of hits
human PMI inhibitors – MPI inhibition at elevated mannose 6-phosphate – biochemical, fluorescence intensity, high mannose 6-phosphate, primary screen (AID 1220); recombinant PMI enzyme, coupled fluorescence intensity; higher % means a stronger effect; 190,000 tested, 0.66% active; inhibition, % at 20 µM, or IC50 in µM where a hit was titrated
Myeloid diff MLP GFP+ MAC1+ % – second read-out of Myeloid diff MLP, no call of its own (marks repeat the call); GFP+ MAC1+ double positive, %; measured here: differentiation confirmed by MAC1 staining
An asterisk follows results filed as active; i = inactive; / = no result given. Unless noted, no stated cut-off is given here; in the data, active means inhibition above about 50%; inactive means the rest.

| Molecule | LYP phosphatase | TNAP activators | XIAP displacement | human PMI inhibition | Myeloid diff MLP | P. falciparum M17LAP | human PMI inhibitors | M1AAP inhibition | Myeloid diff MLP GFP+ MAC1+ % | CSM14.1 death rescue |
| --- | --- | --- | --- | --- | --- | --- | --- | --- | --- | --- |
| Cc1ccc(CCNC(=O)c2ccc(CS(=O)(=O)Cc3ccccc3F)o2)cc1 | -2% | 0.9 | -6.5% | 1% | i | 13% | 2% | 5% | 1.2 | 0.3% |
| CCCCCN1C=CC=C/C1=C\C=C(C#N)C#N | 3% | / | / | / | i | 8% | / | 4% | 0.9 | / |
| CCOc1ccc(-c2nc(C#N)c(N3CCOCC3)o2)cc1 | -16% | 1.1 | -6.5% | 7% | i | -25% | 11% | 8% | 1.3 | 4.7% |
| CC(C)c1c(O)nc(SCc2ccccc2)[nH]c1=O | -6% | 1.1 | -2.0% | 6% | i | 7% | 14% | 8% | 0.2 | -1.9% |
| CCOC(=O)C1C(=O)Oc2ccc3ccccc3c2C1C1CCOC1=O (stereo not drawn) | -3% | 1.2 | -4.2% | -5% | i | -5% | -4% | 13% | 2.4 | -1.5% |
| Cc1cccc(NC(=S)NC(C)(C)CC(C)(C)C)c1 | 4% | 1.1 | -0.1% | 1% | i | -4% | -3% | 6% | 0.3 | -1.1% |
| Cc1cccc(NC(=O)C2CCN(S(=O)(=O)c3c(C)noc3/C=C/c3ccco3)CC2)n1 | -1% | 1.1 | -0.5% | -4% | i | -6% | -5% | 10% | 1.7 | 0.5% |
| Cn1c(NC(=O)c2ccc(Cl)cc2)c(-c2ccccn2)c(=O)c2ccccc21 | 1% | 1 | -19% | -5% | i | 3% | 8% | 7% | 1.3 | 1.4% |
| CCOC(=O)c1csc(NC(=O)COc2ccc(Cl)cc2Cl)n1 | 26% | 1 | -1.1% | 20% | i | 0% | 18% | 10% | 1.4 | -0.8% |
| O=C1CN(C(=O)CN2C(=O)NC3(CCCCC3)C2=O)c2ccccc2N1 | -7% | 1.1 | -7.3% | -13% | i | 5% | -8% | 11% | 1.2 | 1.2% |
| CCOC(=O)c1cnc2c(cnn2C)c1NCCC(O)C(F)(F)F (stereo not drawn) | -3% | 1 | -3.1% | 10% | i | -12% | 3% | -4% | 0.6 | -1.8% |
| CNC(=O)C1C2C=CC3(O2)C1C(=O)N(C1CC1)C3C(=O)NCc1ccc(OC)cc1 (stereo not drawn) | 0% | 1.2 | -1.2% | 2% | i | 0% | 0% | 2% | 1.1 | / |
| Cc1[nH][nH]c(=O)c1C(c1ccc2c(c1)OCO2)c1c(C)[nH][nH]c1=O | 0% | 0.5 | -4.8% | 1% | i | 17% | 23% | 13% | 0.3 | 0.5% |
| Cc1ccc2nc(N3C(=O)C(O)=C(C(=O)c4ccc(C)o4)C3c3cccc(O)c3)sc2c1 (stereo not drawn) | 3% | 0.9 | -9.3% | -44% | i | 60% | -62% | 16% | 1.1 | 1.0% |
| CSc1nnc(C)c(/C=C/NOCc2ccc(Cl)cc2)n1 | -7% | 1.1 | 2.8% | -38% | i | 1% | 6% | 2% | 0.3 | -0.5% |
| Cc1ccc(-c2nnc(SCC(=O)O)n2N)cc1 | -9% | 1.1 | -4.5% | 6% | i | 14% | 7% | -3% | 0.2 | -1.9% |
| COc1cccc(C2C(=O)c3ccccc3C2=O)c1 | -10% | / | / | / | i | 0% | / | 8% | 0.3 | / |
| Nc1nc(C23CC4CC(CC(C4)C2)C3)cs1 | -11% | 1.1 | -1.3% | 10% | i | 0% | 4% | 5% | 5.4 | -2.0% |
| Cn1ncc(C#N)c1/N=C/N1CCCC1 | 0% | 1.2 | 2.7% | -4% | i | 0% | -6% | 2% | 0.8 | -3.0% |
| Nc1nc(CN2CCN(c3ccccc3)CC2)nc(Nc2ccc(Cl)cc2)n1 | -4% | 1.1 | -1.9% | -1% | i | 5% | -11% | -1% | 0.4 | -1.2% |
| CCc1c(O)nc(SCC(=O)Nc2nc3ccccc3s2)n(-c2ccc(C)cc2)c1=O | 0% | / | / | / | i | -7% | / | 14% | 0.9 | / |
| COc1cccc(OC)c1C(=O)NC(=S)Nc1ccc2c(c1)Cc1ccccc1-2 | 4% | 1 | -2.7% | 19% | i | 0% | 16% | 8% | 0.6 | -0.8% |
| CCCCOc1ccc(/C=N/NC(=S)Nc2cc(C)ccc2C)cc1 | 13% | 1 | -7.8% | 10% | i | 9% | 8% | -3% | 0.9 | 4.1% |
| O=S(=O)(c1ccc2c(c1)OCCO2)N1CCN(c2nc(-c3cccnc3)nc3ccccc23)CC1 | 0% | 1.1 | -4.8% | 14% | / | 3% | 17% | 8% | / | i |
| COC(=O)c1cc(NC(=O)CN(c2ccc(OC)cc2)S(=O)(=O)c2ccc(F)cc2)ccc1Cl | 8% | 1.1 | -6.9% | 4% | i | 8% | 1% | 1% | 0.6 | 2.7% |
| CC1Cc2ccccc2N1C(=O)c1cnc2sccn2c1=O (stereo not drawn) | 1% | 1 | -7.0% | -1% | i | 15% | 0% | 10% | 3.7 | / |
| COc1ccc(Br)cc1/C=N/NC(=O)c1ccc(OC)c(OC)c1 | 6% | 1 | -4.7% | 2% | i | -2% | -1% | 8% | 1.2 | -0.7% |
| O=C(CSCc1ccc(Br)cc1)NCc1ccccn1 | -6% | 1 | 1.2% | 8% | i | 1% | 6% | -1% | 0.4 | 0.2% |
| COc1ccc(OCc2cccc(C(=O)O)c2)cc1 | -3% | 1 | -3.7% | 1% | i | 54% | -2% | 0% | 0.8 | -4.7% |
| C[C@H](NC(=O)c1ccccc1)C(=O)Nc1nc(-c2ccccn2)cs1 | -7% | 1.4 | -8.1% | 16% | i | 4% | 24% | -3% | 0.7 | -12% |

Exported with each value named: part of the list above
Cn1c(NC(=O)c2ccc(Cl)cc2)c(-c2ccccn2)c(=O)c2ccccc21
  LYP phosphatase: 1% | TNAP activators: 1 | XIAP displacement: -19% | human PMI inhibition: -5% | Myeloid diff MLP: i | P. falciparum M17LAP: 3% | human PMI inhibitors: 8% | M1AAP inhibition: 7% | Myeloid diff MLP GFP+ MAC1+ %: 1.3 | CSM14.1 death rescue: 1.4%

CCOC(=O)c1csc(NC(=O)COc2ccc(Cl)cc2Cl)n1
  LYP phosphatase: 26% | TNAP activators: 1 | XIAP displacement: -1.1% | human PMI inhibition: 20% | Myeloid diff MLP: i | P. falciparum M17LAP: 0% | human PMI inhibitors: 18% | M1AAP inhibition: 10% | Myeloid diff MLP GFP+ MAC1+ %: 1.4 | CSM14.1 death rescue: -0.8%

Other results follow.
| Molecule | LYP phosphatase | TNAP activators | XIAP displacement | human PMI inhibition | Myeloid diff MLP | P. falciparum M17LAP | human PMI inhibitors | M1AAP inhibition | Myeloid diff MLP GFP+ MAC1+ % | CSM14.1 death rescue |
| --- | --- | --- | --- | --- | --- | --- | --- | --- | --- | --- |
| CC(C(=O)NCc1ccc(F)cc1)c1ccc([N+](=O)[O-])cc1 (stereo not drawn) | 0% | 1.1 | 6.6% | -7% | i | 5% | -3% | 3% | 0.2 | -2.7% |
| CCN=C(NS(=O)(=O)c1ccc(Br)cc1)c1ccc(Cl)cc1 | -5% | 1 | -0.4% | 10% | i | -13% | 12% | -2% | 0.8 | 0.5% |
| C#CC[N+](C)(C)CCN1C(=O)C2C(c3ccccc3)C=CC(c3ccccc3)C2C1=O (stereo not drawn) | -8% | 1.1 | -6.7% | -9% | i | -6% | -7% | 3% | 0.3 | 0.8% |
| CCOc1ccccc1N(CC(=O)Nc1ccccc1C(=O)OC)S(C)(=O)=O | -3% | 1.1 | -0.5% | 6% | i | 3% | -2% | 5% | 0.9 | -0.3% |
| COc1ccc(C2CC(=O)C=C(NNS(=O)(=O)c3ccc(C)cc3)C2)cc1 (stereo not drawn) | -8% | 1 | -1.6% | 0% | i | 5% | -2% | 7% | 0.0 | -2.5% |
| CN(C)C(=O)CNc1n[nH]c(=S)[nH]c1=O | -9% | / | / | / | i | -4% | / | 1% | 0.6 | / |
| O=C(Nc1ccc(N2CCN(C(=O)c3ccccc3)CC2)c(Cl)c1)c1ccco1 | 3% | 1 | -4.1% | -6% | i | 0% | -10% | 9% | 0.7 | 3.2% |
| CSc1nc2c(c(=O)n1Cc1ccccc1)SC(C)C2 (stereo not drawn) | -1% | 1.1 | 0.9% | 9% | i | 2% | 10% | 0% | 2.2 | / |
| CC(C)CC(=O)n1sc(NC(=O)c2ccccc2)nc1=O | -1% | 1.1 | -3.4% | -6% | i | 44µM* | -5% | 1% | 1.5 | 0.3% |
| COc1ccc(N(CC(=O)Nc2cccc(N(C)S(C)(=O)=O)c2)S(C)(=O)=O)cc1OC | -5% | 1 | -2.6% | -5% | i | -6% | -6% | 0% | 7.1 | -2.7% |
| O=C(COC(=O)c1ccccc1)Nc1ccccc1Sc1ccccc1 | 0% | 1.1 | -2.2% | 20% | i | 12% | 9% | 4% | 0.9 | 0.8% |
| Cc1cc(/C=C2\NC(=O)N(Cc3ccc(Cl)cc3)C2=O)c(C)n1C | -4% | 1.1 | -23% | -36% | i | -7% | -59% | -3% | 0.4 | -2.2% |
| CCCCC1=CC2=C(c3ccco3)C(=O)C(C)(OC(=O)c3ccc(OC)cc3)C(=O)C2=CN1C1CC1 (stereo not drawn) | -8% | / | / | / | i | 14% | / | 15% | 1.8 | / |
| CCc1nnc(NS(=O)(=O)c2ccc(NC(=S)NC(=O)/C=C/c3cccs3)cc2)s1 | 8% | 1 | -3.3% | 16% | i | 9.1µM* | 14% | 79µM* | 0.1 | 0.4% |
| O=C(N/N=C\c1ccc(Oc2ccccc2)cc1)c1csnn1 | -4% | 1.1 | -9.3% | 10% | i | 14% | 8% | 1% | 0.1 | / |
| O=C(CC1SC(=Nc2ccccc2)N(CCc2c[nH]c3ccccc23)C1=O)Nc1ccccc1F (stereo not drawn) | 5% | 1 | 0.9% | 22% | i | 8% | 17% | -3% | 0.9 | 0.8% |
| CSc1nn2c(C)c(C)c(C)nc2c1C#N | -6% | 1 | -5.2% | 11% | i | -11% | 5% | -8% | 0.2 | -0.5% |

An excerpt from above in order of count of non-hydrogen atoms, low to high.
| Molecule | LYP phosphatase | TNAP activators | XIAP displacement | human PMI inhibition | Myeloid diff MLP | P. falciparum M17LAP | human PMI inhibitors | M1AAP inhibition | Myeloid diff MLP GFP+ MAC1+ % | CSM14.1 death rescue |
| --- | --- | --- | --- | --- | --- | --- | --- | --- | --- | --- |
| CN(C)C(=O)CNc1n[nH]c(=S)[nH]c1=O | -9% | / | / | / | i | -4% | / | 1% | 0.6 | / |
| CSc1nc2c(c(=O)n1Cc1ccccc1)SC(C)C2 (stereo not drawn) | -1% | 1.1 | 0.9% | 9% | i | 2% | 10% | 0% | 2.2 | / |
| O=C(Nc1ccc(N2CCN(C(=O)c3ccccc3)CC2)c(Cl)c1)c1ccco1 | 3% | 1 | -4.1% | -6% | i | 0% | -10% | 9% | 0.7 | 3.2% |
| C#CC[N+](C)(C)CCN1C(=O)C2C(c3ccccc3)C=CC(c3ccccc3)C2C1=O (stereo not drawn) | -8% | 1.1 | -6.7% | -9% | i | -6% | -7% | 3% | 0.3 | 0.8% |
